# Screening results from PubChem.
# Hck-Nef inh – human Hck-Nef kinase inhibition | inhibition, % at 20 µM | Recombinant Hck-YEEI plus Nef, Z-Lyte FRET kinase assay | AID 463187 | hit rate 0.68% among 220,000 | P08631;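 active means Hck-Nef kinase inhibition above about 50%, limit read from the data; inactive means inhibition below that limit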;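 further: 0% = DMSO with Hck plus Nef and 100% = Hck alone without Nef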
# EP2 antag – blocks the human prostaglandin E2 receptor EP2. C6 glioma cells expressing human EP2, cAMP TR-FRET; cells stimulated with saturating PGE2. inhibition, % at 25 µM. hit rate 0.52% among 260,000. AID 1422;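 active means percent inhibition above 40 after rounding to a whole number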;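 further: rat C6 glioma host cells with rolipram phosphodiesterase inhibitor present; the protocol text gives 20 µM as final concentration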
# TbHK1 inh – blocks Trypanosoma brucei hexokinase 1 activity; recombinant TbHK1, G6PDH-coupled NADH A340; inhibition, % at 10 µM; hit rate 0.11% among 220,000; AID 1430;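 active means inhibition of 50% or more in the single-dose primary screen; inactive means inhibition below 50%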
# Rad51 HR inh – blocks human Rad51 in homologous recombination; hRad51 DNA strand exchange, fluorescence dequenching; inhibition, % at 10 µM; hit rate 0.085% among 200,000; AID 1385;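 active means inhibition above 40% at the single screening dose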;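 further: 0% = DMSO control wells and 100% = blanks with heterologous ssDNA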
#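 Material: human Rad51–ssDNA filaments; Probe or stimulus: labelled 47-mer dsDNA for strand exchange; Doses: single 10 µM dose; Incubation: 37 °C 15-min filament assembly, 30-min compound preincubation, 15-min exchange; Technique: FRET fluorescence dequenching, excitation 485 nm, emission 520 nm; Measure: Fluorescence-based percent inhibition, control- and blank-normalised; Benchmarks: plate control and blank wells.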
# zVAD death inh – blocks zVAD induced death of L929 cells. L929 zVAD necroptosis rescue, ATP luminescence, 24 h; with zVAD 60 µM. hit rate 0.38% among 220,000. viability rescue, % at 10 µM;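 active means activation, scaled between plate controls, above about 75%, limit read from the data; inactive means activation under that limit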;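 further: 0% = zVAD with DMSO and 100% = DMSO alone without zVAD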
# EP2 mod – EP2 receptor (human) modulation; hit rate 0.83% among 260,000; EP2-expressing cells, cAMP HTRF FRET, PGE2 co-stimulation; induction, % at 25 µM; AID 940; P43116;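 active means compounds whose cAMP rise, as percent of the full-agonist control response, exceeds 60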;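 further: rat C6 glioma line stably carrying human EP2 under a CMV promoter; the protocol text gives 20 µM as final concentration; 100% = response of wells given 1 µM PGE2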
# 14-3-3 Bad PPI – disrupts binding of bovine 14-3-3 zeta to phospho-Bad peptide; AID 781; inhibition, % at 21.7 µM; hit rate 0.71% among 220,000; TR-FRET 14-3-3zeta/Dy647-pBad peptide displacement, 1 h; P63103;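 active means inhibition above about 70%, limit read from the data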;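 further: 0% = full 14-3-3 plus peptide FRET controls and 100% = background without 14-3-3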
# Calpain2 inh – blocks pig calpain II enzyme activity | hit rate 0.37% among 220,000 | purified calpain II, fluorogenic peptide substrate, 30 min | AID 1236 | inhibition, % at 16 µM;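 active means inhibition above about 50%, limit read from the data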
# eIF4E 4G PPI – eIF4E/eIF4G interaction inhibition in translation initiation; P63073+Q04637; TR-FRET eIF4E-eIF4GI(517-606) binding, 2 h; inhibition, % at 21.7 µM; AID 782; hit rate 0.37% among 220,000;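 active means inhibition above about 30%, limit read from the data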;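 further: 0% = full FRET control wells and 100% = background wells lacking eIF4GI fragment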
# * = called active by the depositor; . = not tested or not shown; & = joins results of further samples; [ ] = another dose, or the depositor's remark. This is a subset; rates above refer to the full screens.
SMILES,Hck-Nef inh,EP2 antag,TbHK1 inh,Rad51 HR inh,zVAD death inh,EP2 mod,14-3-3 Bad PPI,Calpain2 inh,eIF4E 4G PPI
COc1ccc(OC)c(C(c2nnnn2CC2CCCO2)N2CCN(C3CCCC3)CC2)c1 (stereo not drawn),0,11&2,4,13,0.1,16&-15,48[fluorescence artefact?],-3,2
COc1cc(CNc2ccc(CNc3ncn[nH]3)cc2)ccc1OCc1ccccc1,-1,10,2,4,-0.4,-12,5,30,0[fluorescence artefact?]
O=C(CNC(=O)Cc1ccccc1)NCC(=O)OCC(=O)c1ccc(F)cc1,-14,3,-5,-20,0.7,24,1,-20,0
COc1cc(CN2CCCC(CCC(=O)NCc3ccc(C)o3)C2)cc2c1OCO2 (stereo not drawn),1,6,3,.,-1.4,18,-7,-3,-5
Cc1ccc(C)c(NC(=O)CN(C)C(=O)c2nn(C)c(=O)c3ccccc23)c1,22,1,-3,11,5.1,-2,-5,-5,6
CCOC(=O)C1CCN(c2ncnc3c2cnn3-c2ccccc2)CC1,5,7,-4,-1,-0.2,-12,-1,6,3
CCCC(c1nnnn1C1CCCC1)N1CCN(C(=O)c2ccco2)CC1 (stereo not drawn),0,8,3,10,0.8,29,58[fluorescence artefact?],-27,6
COC(=O)c1cc2c(cc1NC(=O)CSCCc1ccccn1)OCO2,0,14,-9,-2,1.9,8,-14,-118,-5
Nc1nc2ccc(C(=O)Nc3ccccc3)cc2s1,1,6,3,-16,1.1,-27,8,-3,-3
CCc1nnc(NC(=O)CSc2nnc(-c3ccoc3C)n2-c2cccc(C)c2)s1,1,11,-1,3,-0.5,15,3,-21,-4
Cc1ccc(S(=O)(=O)NC(=O)NCc2ccc(Cl)cc2)cc1,-15,5,7,9,-0.2,17,0,-25,-2
Cc1ccc(C2CC(=O)C(C=NCCN3CCN(C(=S)Nc4ccccc4)CC3)=C(O)C2)cc1 (stereo not drawn),-2,3,-1,-3,2.9,5,7,18,97*
O=Cc1c[nH]c2ccc(S(=O)(=O)N3CCOCC3)cc12,2,5,0,.,.,20,-2,-9,-2
O=C(O)COc1ccc(/C=N/NC(=O)C2CCCN2S(=O)(=O)c2ccc(Cl)cc2)cc1 (stereo not drawn),9,16,-7,10,0.0,27,19[fluorescence artefact?],-28,5[fluorescence artefact?]
CCOc1ccccc1NC(=O)c1ccc(S(=O)(=O)N2CCOCC2)cc1,1,5,4,-5,-0.1,6,-9[fluorescence artefact?],-44,-3[fluorescence artefact?]
COC1CCCCC1NS(=O)(=O)c1ccc(Cl)cc1 (stereo not drawn),0,12,1,-6,0.9,-5,2[fluorescence artefact?],-41,1
COc1ccc(C=O)cc1COc1ccccc1F,1,5,33,3,0.5,14,-5,-2,2[fluorescence artefact?]
O=S(=O)(c1cccc(-c2nnc(-c3cccnc3)o2)c1)N1CCCCC1,-21,6,-5,4,-1.2,0,2,-12,3
COC(=O)C1CCN(c2cc(Cl)nc(N)n2)CC1,21,7,-10,-5,5.0,12,-4,-9,-1
CCCC(=O)C1=C(O)C(C(=O)OC)C(C)(C)CC1=NCCc1ccc(OC)c(OC)c1 (stereo not drawn),15,11,3,10,1.9,21,-6,-7,2
O=S(=O)(c1ccc(Cl)s1)N1CCN(C/C=C/c2ccccc2)CC1,1,5,-4,-1,0.6,-46,58[fluorescence artefact?],29,7[fluorescence artefact?]
O=C(CCCN1C(=O)/C(=C/c2ccccc2Cl)SC1=S)NNC(=O)c1ccccc1,0,7,2,.,-1.0,-34,-5[fluorescence artefact?],-24,2
COc1ccc(Cl)cc1N1C(=O)CC(N2CCc3ccccc32)C1=O (stereo not drawn),-1,22,-3,0,0.9,-8,-19,-41,0
COC(=O)C1CCN(C(=O)COc2cc3sc(C)nc3c3sccc23)CC1,0,5,26,-9,-1.2,-10,4,-62,-7
Cc1cccc(Nc2ncnc(N)n2)c1,0,2,-5,.,1.7,-23,3,-14,0
O=C(Cc1nc2ccccc2[nH]1)NCc1ccco1,0,19,2,-4,-0.7,-6,7,-23,0[fluorescence artefact?]
CN(C)C(=O)N1CCN(C(=O)N2CCOCC2)CC1,8,13&16,6,13,-0.3,-23&29,-18,-9,-2
CCOC(=O)c1ccc(NC(=O)CC2Sc3ncnn3C2=O)cc1 (stereo not drawn),3,12,-5,-1,-1.4,4,5,-46,3[fluorescence artefact?]
O=C(NCN1CCN(CCO)CC1)c1cnccn1,3,5,-6,-8,0.7,-15,-7[fluorescence artefact?],4,-4
Cc1ccc(S(=O)(=O)N2CCC(=O)N(C(COCc3cccc(C)c3)Cc3ccccc3)CC2)cc1 (stereo not drawn),-7,11,3,10,-0.6,40,7[fluorescence artefact?],7,3
O=C(CCCn1ncn2c(cc3occc32)c1=O)N1CCc2ccccc2C1,-7,5,-2,0,-0.2,2,1,-2,1
O=C(COc1ccccc1)Nc1ccc(Cl)c(-c2nc3ncccc3o2)c1,14,10,-3,-2,0.8,16,32[fluorescence artefact?],28,12
CC(C)COC(=O)c1ccc(N2C(=O)c3ccccc3C2=O)cc1,23,7,-7,-2,10,-16,-17,4,2
Cc1ccc(-n2c(N)c(C(N)=O)sc2=S)c(C)c1,15,.,-32,.,25,24,6,-7,-4
CCNC(=S)N(CCc1c(C)[nH]c2ccc(C)cc12)Cc1ccco1,7,8,-3,.,.,22,0,10,7
O=S(=O)(c1ccc(Br)s1)N1CCN(c2ccnc3cc(Cl)ccc23)CC1,7,15,-16,15,0.9,-35,-7,-36,2
CCC[N+](CC#Cc1ccccc1)(CCC)CC(=O)c1ccc(Cl)cc1,-2,8,5,-28,-0.4,7,8[fluorescence artefact?],-5,9
O=C(c1ccncc1)N1CCN(C(=O)c2ccco2)CC1,1,15,0,-2,-0.2,4,-4,-42,5
CCOCC(=O)Nc1cccc(SC)c1,1,9,3,0,2.0,-29,-4,19,-2
CCOc1ccc(C(=O)Nc2ccc(N3CCN(S(C)(=O)=O)CC3)cc2)cc1[N+](=O)[O-],16,8,-3,-7,-0.3,-5,-3,1,-6

# Eleven structures out of the list, sorted by count of non-hydrogen atoms, smallest number first:
SMILES,Hck-Nef inh,EP2 antag,TbHK1 inh,Rad51 HR inh,zVAD death inh,EP2 mod,14-3-3 Bad PPI,Calpain2 inh,eIF4E 4G PPI
CCOCC(=O)Nc1cccc(SC)c1,1,9,3,0,2.0,-29,-4,19,-2
Cc1ccc(-n2c(N)c(C(N)=O)sc2=S)c(C)c1,15,.,-32,.,25,24,6,-7,-4
CN(C)C(=O)N1CCN(C(=O)N2CCOCC2)CC1,8,13&16,6,13,-0.3,-23&29,-18,-9,-2
O=C(c1ccncc1)N1CCN(C(=O)c2ccco2)CC1,1,15,0,-2,-0.2,4,-4,-42,5
CCOC(=O)c1ccc(NC(=O)CC2Sc3ncnn3C2=O)cc1 (stereo not drawn),3,12,-5,-1,-1.4,4,5,-46,3[fluorescence artefact?]
CCNC(=S)N(CCc1c(C)[nH]c2ccc(C)cc12)Cc1ccco1,7,8,-3,.,.,22,0,10,7
CCC[N+](CC#Cc1ccccc1)(CCC)CC(=O)c1ccc(Cl)cc1,-2,8,5,-28,-0.4,7,8[fluorescence artefact?],-5,9
O=C(COc1ccccc1)Nc1ccc(Cl)c(-c2nc3ncccc3o2)c1,14,10,-3,-2,0.8,16,32[fluorescence artefact?],28,12
O=C(CCCn1ncn2c(cc3occc32)c1=O)N1CCc2ccccc2C1,-7,5,-2,0,-0.2,2,1,-2,1
CCOc1ccc(C(=O)Nc2ccc(N3CCN(S(C)(=O)=O)CC3)cc2)cc1[N+](=O)[O-],16,8,-3,-7,-0.3,-5,-3,1,-6
Cc1ccc(S(=O)(=O)N2CCC(=O)N(C(COCc3cccc(C)c3)Cc3ccccc3)CC2)cc1 (stereo not drawn),-7,11,3,10,-0.6,40,7[fluorescence artefact?],7,3

# Continued.
SMILES,Hck-Nef inh,EP2 antag,TbHK1 inh,Rad51 HR inh,zVAD death inh,EP2 mod,14-3-3 Bad PPI,Calpain2 inh,eIF4E 4G PPI
COC(=O)C1C/C(=N\NS(=O)(=O)c2ccc(C)cc2)c2ccsc2C1 (stereo not drawn),3,10,6,.,1.0,24,1,-8,-4
C=C1CCN([C@@H](C)C(=O)OCc2ccc(C)cc2)S(=O)(=O)c2ccccc21,25,9,5,-4,-0.1,-7,-3,25,-1
O=C(NCc1cccnc1)/C(=C/c1ccc(-c2cccc(Cl)c2)o1)S(=O)(=O)c1ccccc1,2,16,-10,-6,0.1,-2,3[fluorescence artefact?],-106,2[fluorescence artefact?]
C/C=N/NC(=O)CCCC(=O)N/N=C/C,15,10,-4,23,2.0,25,-11,-21,-2
CC1CCN(c2ccc(S(=O)(=O)NC3=NCCCCC3)cc2[N+](=O)[O-])CC1,17,3,-7,9,0.0,-25,-1,-1,1
CN(C)C(=O)c1cccn(Cc2ccc(C(F)(F)F)cc2)c1=O,22,5,-5,12,-0.1,7,-7,-9,4
Cc1nc2c(-c3ccc(F)cc3)c(C)nn2c(C)c1CCC(=O)N1CCN(c2ccccc2)CC1,0,13,-18,-2,-0.8,-34,16,-45,-9
CCCNC(=O)NC(=O)CSc1ccc(C)cc1C,16,9,-5,4,2.6,13,-7,-1,-7
COCC1CCN(C(=O)CCc2nnc(CCCCc3ccccc3)o2)CC1,8,0,-9,21,-1.2,-2,-14,9,-1
N#Cc1cc([N+](=O)[O-])ccc1NC(=O)COC(=O)CC1CCCC1,18,5,-10,-4,0.7,17,-2,-18,3
O=C(NCCc1ccc(Cl)cc1)C1CCN(c2cnccn2)CC1,0,10&9,-9,3,0.4,0&-120,-4,-65,-10
COc1ccc(CCNC(=O)c2nnn(-c3ccccc3OC)c2N)cc1OC,1,-1,-5,5,0.1,3,5,28,3
Cc1cc(C)c2nc(C(F)(F)F)nc(N3CCN(C(=O)c4ccco4)CC3)c2c1,5,4,-15,-4,-0.9,39,5,7,1
CC(=O)c1c(O)cc(C)n(Cc2ccccc2)c1=O,19,4,4,7,-0.2,.,.,.,.
Cc1ccccc1Cn1cc(NC(=O)c2cc(C3CC3)on2)cn1,-9,10,3,.,0.3,-36,-1,32,0
Cc1c(N=Nc2c(-c3ccc([N+](=O)[O-])cc3)[nH]n(C(N)=S)c2=O)cccc1[N+](=O)[O-],17,14,-6,8,0.0,-40,92*,39,33*
O=C(COc1cccc2cccnc12)NCc1cccs1,3,3,5,-1,-0.9,-34,-6,8,2
O=C(N/N=C/c1ccccc1O)C1SCCCS1,17,11,-1,12,14,-35,-30,-135,-4
O=C(Nc1cccc(O)c1)c1ccc(Br)c(S(=O)(=O)N2CCCCC2)c1,1,7,31,-6,0.3,23,-4,-1,-8
N#Cc1c(N)nc(SCC(=O)C23CC4CC(CC(C4)C2)C3)c(C#N)c1-c1ccc(Cl)cc1,3,32,-18,-8,0.5,16,-27[fluorescence artefact?],-85,-42[fluorescence artefact?]
